TRPC4 block: inhibitors of mouse TRPC4 channel, primary screen, Fluo4 calcium, HEK293 TRPC4beta/mu-opioid cells. Short transient receptor potential channel 4 (Mus musculus), Q9QUQ5. DAMGO-evoked Fluo4 calcium flux; stronger effect = lower value. B-score at 10 µM. 0.39% of 300,000 active;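 active = B-score over 3 SD under the library average, no early fluorescence shift, positive overall ratio signal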
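Assay system: TRPC4beta/mu-opioid receptor HEK293 cell line; compound dosing: single concentration per test compound; detection: Fluo4 Ca2+ flux fluorescence; evaluation: per-well B score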
ANO1 block: TMEM16A chloride channel inhibitors, primary screen, cell-based, HTS | Anoctamin-1 (Mus musculus), Q8BHY3 | HEK293 TMEM16A/YFP iodide influx fluorescence, ionomycin | normalized B-score (activity score, 25-100; higher = stronger inhibition) at 10 µM | 1.2% of 310,000 active;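 active = ratio plate-corrected score three or more library SD toward inhibition, starting fluorescence score within five deviations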;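 note: score derived from kinetic fluorescence span divided by baseline fluorescence per well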
RGS4 inh: RGS4 inhibitors, primary screen, cell-based, HEK293 M3R inducible RGS4, calcium flux. Regulator of G-protein signaling 4 (Homo sapiens), P49798. Fluo-4 calcium flux; stronger effect = higher value; triggered by carbachol at its EC20. B-score at 10 µM. 0.45% of 310,000 active. AID 463165, 2010;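 active = B-score, a plate-corrected calcium signal, over three deviations above library mean, with baseline fluorescence within five deviations of library mean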;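 note: RGS4 expression induced by doxycycline in cells with stable M3 receptor; B-score is computed from the integrated fluorescence ratio over baseline after carbachol; higher B-score means a larger calcium signal and so more RGS4 inhibition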
Target sequence (P49798 whole entry, looked up): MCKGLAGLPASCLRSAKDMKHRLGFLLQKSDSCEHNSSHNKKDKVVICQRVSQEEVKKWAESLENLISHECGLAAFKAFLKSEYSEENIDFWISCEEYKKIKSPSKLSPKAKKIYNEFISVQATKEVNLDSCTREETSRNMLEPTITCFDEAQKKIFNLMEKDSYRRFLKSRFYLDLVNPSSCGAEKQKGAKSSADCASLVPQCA
MrgX1 ag: agonists of human MrgX1 receptor, primary screen, HEK293 cells, Fluo-4 calcium flux. Mas-related G-protein coupled receptor member X1 (Homo sapiens), Q96LB2. Fluo-4 calcium fluorescence, agonist mode; stronger effect = higher value. B-score at 10 µM. 0.44% of 310,000 active. AID 588627, 2011;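 active = calcium response B-score plate-corrected fluorescence ratio at least 3 library SD, with starting fluorescence B-score inside 5 SD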
Target sequence (Q96LB2 whole entry, looked up): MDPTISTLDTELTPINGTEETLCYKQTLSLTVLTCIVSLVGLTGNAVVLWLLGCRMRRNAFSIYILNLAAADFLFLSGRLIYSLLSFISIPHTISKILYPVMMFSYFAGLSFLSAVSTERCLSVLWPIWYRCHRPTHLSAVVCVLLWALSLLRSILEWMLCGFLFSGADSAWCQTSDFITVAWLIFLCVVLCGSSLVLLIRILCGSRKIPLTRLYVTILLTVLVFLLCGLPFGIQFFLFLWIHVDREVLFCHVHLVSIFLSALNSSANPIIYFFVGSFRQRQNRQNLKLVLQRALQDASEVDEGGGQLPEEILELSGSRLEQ
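Material: HEK293 cells stably expressing human MrgX1 receptor | Quantity: 15,000 cells per well | Times: Cells plated overnight, dye loaded 0.5 h 37 °C, 0.5 h room temperature | Measured by: Kinetic Fluo-4 NW fluorescence of intracellular calcium | Control set: Positive and negative controls per plate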
TRPC6 inh: mouse TRPC6 channel inhibitors, primary screen, cell-based, HEK293, membrane potential dye; Short transient receptor potential channel 6 (Mus musculus), Q61143; ACh-evoked depolarization; stronger effect = lower value; B-score at 10 µM; 1.1% of 310,000 active;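 active = B-score under library mean minus 3 SD, initial fluorescence not abnormally high, positive integrated signal ratio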;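 note: B-score derived from integrated fluorescence ratio over the kinetic read; more negative B-score means stronger inhibition of depolarization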
MrgX1 antagonist: antagonists of human MrgX1 receptor, primary screen, HEK293 cells, Fluo-4 calcium flux | AID 588676, 2011 | 1.3% of 310,000 active | Mas-related G-protein coupled receptor member X1 (Homo sapiens), Q96LB2 | BAM8-22 antagonism; stronger effect = lower value | B-score at 10 µM;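 active = calcium-response B-score plate-corrected more than 3 library SD below zero, starting fluorescence within 5 deviations, no agonist response on first addition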;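 note: peak minus trough fluorescence over baseline after final BAM8-22 challenge near maximal dose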
TRPC6 act: mouse TRPC6 channel activators, primary screen, cell-based, HEK293, membrane potential dye; Short transient receptor potential channel 6 (Mus musculus), Q61143; HEK293-TRPC6 membrane potential dye fluorescence; stronger effect = higher value; B-score at 10 µM; 0.13% of 310,000 active;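 active = B-score of the integrated fluorescence ratio above library mean plus 3 SD, and starting fluorescence ratio within library mean plus 5 SD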;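 note: higher score means more depolarization so channel activation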
TRPC4 act: activators of mouse TRPC4 channel, primary screen, Fluo4 calcium, HEK293 TRPC4beta/mu-opioid cells. Short transient receptor potential channel 4 (Mus musculus), Q9QUQ5. Fluo4 calcium fluorescence; stronger effect = higher value. B-score at 10 µM. 0.49% of 310,000 active;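 active = B-score above 5 SD of library B-scores, and initial fluorescence ratio not above library mean plus 5 SD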;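 note: positive B-score marks a calcium rise read as TRPC4 activation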
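Assay system: HEK293 stable line with TRPC4beta plus mu-opioid receptor; schedule: 45 min room-temperature Fluo4 loading, 110 s read; technique: kinetic Fluo4 calcium fluorescence; evaluation: integrated baseline-normalised fluorescence ratio, converted to per-well B score; controls: buffer (low) and maximal DAMGO (high)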
TRPC4 PAM: positive allosteric modulators of TRPC4, primary screen, cell-based, mouse TRPC4beta, HEK293 mu-opioid, Fluo-4 calcium; Short transient receptor potential channel 4 (Mus musculus), Q9QUQ5; DAMGO EC20, Fluo-4 Ca2+ flux; stronger effect = higher value; B-score at 10 µM; 0.42% of 310,000 active;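 active = B-score of calcium response area above 5 SD of library B-scores, with initial fluorescence ratio within 5 SD of library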;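 note: B-score of integrated fluorescence ratio over time as area under calcium response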
ANO1 activ: TMEM16A chloride channel activators or potentiators, primary screen, cell-based, HTS; Anoctamin-1 (Mus musculus), Q8BHY3; HEK293 TMEM16A/YFP-H148Q/I152L, iodide quench fluorescence; stronger effect = lower value; B-score at 10 µM; 0.3% of 340,000 active; AID 623877, 2012;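 active = fluorescence-ratio B-score plate-corrected deviation score at least 3 library SD below zero, with starting fluorescence score within 5 deviations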;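 note: channel opened by trigger with iodide after compound preincubation; score built on the fluorescence ratio of max minus min over baseline; more negative score means more quench and so TMEM16A activation or potentiation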
MrgX1 allo act: positive allosteric modulators of MrgX1, primary screen, HEK293 cells, Fluo-4 calcium flux; Mas-related G-protein coupled receptor member X1 (Homo sapiens), Q96LB2; FDSS; stronger effect = higher value; B-score at 10 µM; 0.63% of 310,000 active;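 active = plate-corrected calcium response at least 3 library SD above typical, normal starting fluorescence, not activating the receptor alone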;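 note: compound read alongside a low EC10 to EC30 dose of BAM8-22 agonist; peak minus trough fluorescence over baseline measured at the second addition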
* marks the source's active call; other numbers are inactive results; i = inactive; nt = no result given.

Order of values: TRPC4 block, ANO1 block, RGS4 inh, MrgX1 ag, TRPC6 inh, MrgX1 antagonist, TRPC6 act, TRPC4 act, TRPC4 PAM, ANO1 activ, MrgX1 allo act
O=C(O)CC(CC(=O)O)(C(=O)O)c1ccccc1
 : i, i, i, i, i, i, i, i, i, i, i
Cc1coc2c(C)c3oc(=O)c(CCC(=O)N4CCC(C(=O)NCCCC(=O)O)(c5ccccc5)CC4)c(C)c3cc12
 : i, i, i, i, i, i, i, i, i, i, i
CCCCC(=O)Nc1ccc(NC(=O)C(C)C)cn1
 : i, i, i, i, i, i, i, i, i, i, i
O=C(CC1Sc2ncnn2C1=O)Nc1ccc(Br)cc1 (configuration not stated)
 : i, i, i, i, i, i, i, i, i, i, i
COc1ccc(C(CNc2ccc(S(C)(=O)=O)cc2[N+](=O)[O-])N(C)C)cc1OC (configuration not stated)
 : i, i, i, i, i, i, i, i, i, i, i
O=c1[nH]cc(N=Cc2cc(Cl)cc(Cl)c2O)c(=O)[nH]1
 : i, i, i, i, i, i, i, i, i, i, i
O=S(=O)(Nc1ccc2c(c1)OCCO2)c1cnc[nH]1
 : i, i, i, i, i, i, i, i, i, i, i
COc1ccc2c(c1)C(c1ccc(C)o1)=NNC(c1ccccc1)=N2
 : i, i, i, i, i, -8.4*, i, i, i, i, i
Cc1cc(C)cc(NC(=S)N2CCC(c3nc4ccccc4s3)CC2)c1
 : i, i, i, i, i, i, i, i, i, i, i
CC(=O)NC(Cc1ccc(F)cc1)C(=O)NC1CCN(C(=O)Nc2ccc(F)cc2)CC1 (configuration not stated)
 : i, i, i, i, i, i, i, i, i, i, 59*
CC(C)(C)OC(=O)[C@H](Cc1ccccc1)NC(=O)c1[nH]cnc1C(=O)Nc1ccc(Cl)cc1
 : nt, i, i, i, i, i, i, i, i, i, i
Cc1cc(Cl)ccc1OCC(=O)n1cc(C(=O)c2cc(Cl)ccc2O)cn1
 : i, i, i, i, i, i, i, i, i, nt, i
O=C(/C=C/c1cccc(F)c1)N(c1ccccn1)C1CCCCC1
 : i, i, i, i, i, i, i, i, i, i, i
CC1CN(C2=N/C(=C/c3ccc4c(c3)OCO4)C(=O)N2)CC(C)O1 (configuration not stated)
 : i, i, i, i, i, i, i, i, i, i, i
Cc1ccc(OCC(=O)Nc2ccc(N3CCN(C(=O)c4ccco4)CC3)cc2)cc1C
 : i, i, i, i, i, i, i, i, i, i, 10*
CCOC(=O)C1(CC2CCCCO2)CCN(Cc2ccc(OC)cc2F)CC1 (configuration not stated)
 : i, i, i, i, i, i, i, i, i, i, i
CNC(=S)NC1CC2CCCC(C1)N2Cc1ccco1 (configuration not stated)
 : i, i, i, i, i, i, i, i, i, i, i
COc1ccc(C2C(C(C)=O)=C(O)C(=O)N2Cc2ccccc2)c(OC)c1 (configuration not stated)
 : i, i, i, i, i, i, i, i, i, i, i
COc1ccc(-n2c(SCC(=O)Nc3ccccc3OC)nc(O)cc2=O)cc1
 : i, i, i, i, i, i, i, i, i, i, i
Cc1ccc(Cc2c(C)c(C#N)c3[nH]c4ccccc4n3c2=O)cc1
 : i, i, i, i, i, i, i, i, i, i, i
CCOC(=O)C1CCCN(C(=O)Cn2sc3nc(C)cc(C)c3c2=O)C1 (configuration not stated)
 : i, i, i, i, i, i, i, i, i, i, i
O=C(NCc1nnc(SCC(=O)N2CCCC2)o1)c1c(F)cccc1F
 : i, i, i, i, i, i, i, i, i, i, i
CCOC(=O)CNC(=O)c1sc2ncnc(N3CCc4ccccc4C3)c2c1C
 : i, i, i, i, i, i, i, i, i, i, i
CCCCOC(=O)c1ccc(N=Nc2c(C)c(C#N)c(O)[nH]c2=O)cc1
 : i, i, i, i, i, i, i, i, i, i, i
CCOCCCn1c(SCC(=O)Nc2oc(C)c3c(C)n[nH]c(=O)c23)nnc1-c1ccncc1
 : i, i, i, i, i, i, i, i, i, i, i
COc1ccc(C(=O)Oc2cc(OC)cc(OC)c2C(C)=O)cc1
 : i, i, i, i, i, i, i, i, i, i, i
Cc1cccc(OCc2n[nH]c(=S)n2-c2ccccc2)c1
 : i, i, i, i, i, i, i, i, i, i, i
Cc1c(C(=O)OCC2CCCO2)[nH]c2c1C(=O)CC(c1ccco1)C2 (configuration not stated)
 : i, i, i, i, i, i, i, i, i, i, i
NS(=O)(=O)c1cccc(NC(=O)COC(=O)c2cc(Cl)ccc2[N+](=O)[O-])c1
 : i, i, i, i, i, i, i, i, i, i, i
N/C(=N\OC(=O)c1cccs1)c1cccnc1
 : i, i, i, i, i, i, i, i, i, i, i
CCN1CCN(c2cc(C)c3cc(NC(=S)N4CCCCC4)ccc3n2)CC1
 : i, i, i, i, i, i, i, i, i, i, i
Cn1c(C(=O)NCc2ccccn2)cc2c(=O)n(C)c3ccccc3c21
 : i, i, i, i, i, i, i, i, i, i, i
CCN(C1CCCCC1)S(=O)(=O)c1cc2c3c(c1)CCN3C(=O)CC2
 : i, i, i, i, i, i, i, i, i, i, i
O=C(CN(Cc1ccc(F)cc1)C(=O)c1csnn1)NCc1ccc2c(c1)OCO2
 : i, i, i, i, i, i, i, i, i, i, i
C/C(=C\C(=O)c1sccc1Cl)N(C)C
 : i, i, i, i, i, i, i, i, i, i, i
CC1CN(C(=S)Nc2cccc(Cl)c2)CC(C)O1 (configuration not stated)
 : i, i, i, i, i, i, i, i, i, i, i
Cc1ccc(S(=O)(=O)N2CCC(C(=O)OCC(=O)N(CC(C)C)C3CCS(=O)(=O)C3)CC2)cc1C (configuration not stated)
 : i, i, i, i, i, i, i, i, i, i, i
CC(=O)C1=C(C)OC(N)=C(C#N)C1c1ccco1 (configuration not stated)
 : i, i, i, i, i, i, i, i, i, i, i
O=C(COc1ccc(S(=O)(=O)NC2CCCCC2)cc1)NCC1CCCO1 (configuration not stated)
 : i, i, i, i, i, i, i, i, i, i, i
Cc1cc(C(C#N)c2cccc(Cl)c2)n2ncnc2n1 (configuration not stated)
 : i, i, i, i, i, i, i, i, i, i, i
CC(CCc1ccc(O)cc1)NC1c2ccccc2-c2ccccc21 (configuration not stated)
 : i, i, i, i, i, i, i, i, i, i, 7.1*
CCOc1ccc(C(C)(N)C(=O)O)cc1 (configuration not stated)
 : i, i, i, i, i, i, i, i, i, i, i
C=CCOc1ccc(C2C3=C(CCCC3=O)N(CC(=O)O)C3=C2C(=O)CCC3)cc1OCC
 : i, i, i, i, i, i, i, i, i, i, i
CN(c1ccc(C(=O)NCc2ccccc2)cc1)S(C)(=O)=O
 : i, i, i, i, i, i, i, i, i, i, i
Cc1nnc(-c2ccc(Cl)cc2)[nH]c1=O
 : i, i, i, i, i, i, i, i, i, i, i
CCOc1ccc(OCCN(C)Cc2ccccc2)cc1
 : i, i, i, i, i, i, i, i, i, i, i
CCN(CC)C(=O)c1sc(NC(=O)c2ccc(C)c([N+](=O)[O-])c2)c(C#N)c1C
 : i, i, i, i, i, i, i, i, i, i, i
CCc1cc(CNC(=O)CC2C(=O)NCCN2CC2CCCCC2)on1 (configuration not stated)
 : i, i, i, i, i, i, i, i, i, i, i
COC(=O)[C@@H]1C[C@H]2CC[C@H](O)C[C@H]2N1Cc1ccc(C(F)(F)F)cc1
 : i, i, i, i, i, i, i, i, i, i, i
COc1ccc(-n2cnnc2SCC(=O)c2ccc(S(=O)(=O)N3CCOCC3)cc2)cc1
 : i, i, i, i, i, i, i, i, i, i, i
CC(OC(=O)c1ccc(Cl)nc1)C(=O)N1CCc2ccccc21 (configuration not stated)
 : i, i, i, i, i, i, i, i, i, i, i
O=C(CCN1C(=O)/C(=C\c2ccccc2)SC1=S)NNC(=O)c1ccccc1O
 : i, i, i, i, i, i, i, i, i, i, i
CCOc1ccc2ccccc2c1/C=N/NC(=O)CNC(=O)Cc1ccccc1
 : i, i, i, i, i, i, i, i, i, i, i
N#Cc1ccsc1NC(=O)CN1CCN(Cc2ccccc2)CC1
 : i, i, i, i, i, i, i, i, i, i, i
O=C(NCc1ccccn1)C1Nc2ccc(C(F)(F)F)cc2C2C=CCC12 (configuration not stated)
 : i, i, i, i, i, i, i, i, i, i, i
CCc1ccc(-c2cc3c(=O)n(CC(=O)N4CCCCCC4)nc(C)n3n2)cc1
 : i, i, i, i, i, i, i, i, i, i, i
COc1ccc(N(CC(=O)NCCSCc2ccco2)S(=O)(=O)c2ccccc2)cc1
 : i, i, i, i, i, i, i, i, i, i, i
O=C(CCCc1ccccc1)Nc1cccc(C(=O)O)c1
 : i, i, i, i, i, i, i, i, i, i, i
COc1ccc(CN(C(=O)CNC(=O)c2ccco2)C(C(=O)NCC2CCCO2)c2ccc(OC)c(OC)c2)cc1 (configuration not stated)
 : i, i, i, i, i, i, i, i, i, i, i
CCOC(=O)N1CCN(C(=O)CSc2nc3ccccc3c(=O)n2-c2ccccc2)CC1
 : i, i, i, i, i, i, 17*, i, i, i, i
CCOCCn1c(CN2CCN(CCO)CC2)nc2c1c(=O)n(C)c(=O)n2C
 : i, i, i, i, i, i, i, i, i, i, i
